NOD2-RIPK2 inh: NOD2-RIPK2 binding disruptors in cells, primary screen, fluorescence, CHO cells, BLA complementation; inhibition, % at 4.98 µM; actives 0.38% (n = 360,000); AID 624267, 2012; CCF4 ratio; Receptor-interacting serine/threonine-protein kinase 2 (Homo sapiens), O43353; in the data active = inhibition above about 21%;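 also: 0% = vehicle only and 100% = reference blocker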
MC4R antagonist: MC4R antagonists of cAMP signaling, primary screen, cell-based, TR-FRET, antagonist arm of biased-ligand search; MC4R-expressing cells, MTII-stimulated cAMP, LANCE TR-FRET; Melanocortin receptor 4 (Homo sapiens), P32245; actives 0.48% (n = 360,000); inhibition, % at 6.5 µM;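 active = inhibition above its plate's cutoff, the mean of tested wells on that plate plus 3 SD, cut at about 29% in these data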;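 also: 0% = Melanotan II alone and 100% = Melanotan II plus saturating MCL0020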
Target sequence (P32245 whole entry, looked up): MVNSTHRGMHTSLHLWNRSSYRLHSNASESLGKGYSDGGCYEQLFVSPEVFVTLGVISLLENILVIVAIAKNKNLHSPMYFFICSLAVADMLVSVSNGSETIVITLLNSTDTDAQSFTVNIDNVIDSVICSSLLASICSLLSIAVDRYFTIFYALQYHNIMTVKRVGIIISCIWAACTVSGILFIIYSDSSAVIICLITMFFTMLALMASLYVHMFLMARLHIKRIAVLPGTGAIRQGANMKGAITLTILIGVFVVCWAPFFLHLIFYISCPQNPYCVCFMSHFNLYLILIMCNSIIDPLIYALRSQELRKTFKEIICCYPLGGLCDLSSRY
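Assay system: U2OS cells stably expressing human melanocortin 4 receptor (MC4R) / Dosing: 6.5 µM / Timing: compound 30 min, challenge 1 h, detection 1 h / Measured by: Eu-cAMP/anti-cAMP TR-FRET, emission 671 nm / Replicates: singlicate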
ABCB6 inh MLPCN: ABCB6 transporter inhibitors, primary screen, K562-ABCB6 cells, flow cytometry, MLPCN library; AID 602162, 2011; ATP-binding cassette sub-family B member 6 (Homo sapiens), Q9NP58; fluorescence ratio to DMSO, % at 10 µM; K562-ABCB6 porphyrin accumulation, 1 h; hits give low values; actives 0.19% (n = 360,000);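 active = fluorescence ratio to DMSO below 75%, the collection mean minus 3 SD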;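 also: signal is porphyrin accumulated inside mitochondria; 100% equals median channel fluorescence of DMSO control wells; lower ratio means ABCB6 inhibition with less porphyrin fluorescence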
ABHD5 PLIN5 PPI: ABHD5-PLIN5 interaction inhibitors, primary screen, cell lysate, split luciferase complementation, luminescence | Split G. princeps luciferase complementation, 4 h | inhibition, % at 4 µM | actives 0.78% (n = 360,000);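 active = inhibition above the mean inhibition across every tested compound plus 3 SD, cut at about 22% in these data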;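 also: 0% = DMSO only wells and the 100% control is not disclosed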
Glyco luc inh: increase of ERlucT glycosylation luciferase signal, primary screen, N-linked glycosylation inhibitor project, D54 ERlucT cells, luminescence, set 2. AID 588692, 2011. reporter increase, % at 12.5 µM. actives 0.23% (n = 360,000). D54 ERlucT glycosylation luciferase reporter, 24 h; percent of 100 nM tunicamycin response;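 active = mean luciferase reporter signal, scaled so untreated is 0 and the glycosylation-blocking control 100, at or above a set limit in every replicate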;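 also: luciferase carries N-glycosylation sites so blocking glycosylation raises the light; 0% = median of neutral control wells and 100% = median of 100 nM tunicamycin wells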
TLR9-MyD88 inh: inhibitors of TLR9-MyD88 association in cells, primary screen, cell-based, CHO, BLA complementation, fluorescence; Toll-like receptor 9 (Homo sapiens) + Myeloid differentiation primary response protein …; CCF4 FRET ratio; inhibition, % at 4.98 µM; actives 0.21% (n = 340,000);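 active = inhibition above the mean over all tested compounds plus 3 SD, cut at about 21% in these data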;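 also: 0% = DMSO only wells and 100% = clavulanate BLA inhibitor control wells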
NCOA2 inhibitor: inhibition of GAL4-SRC2 driven luciferase reporter, primary screen, SRC2 inhibitor project, cell-based, luminescence; HEK293 GAL4-SRC2 luciferase reporter; actives 0.17% (n = 370,000); AID 651957, 2012; Nuclear receptor coactivator 2 (Homo sapiens), Q15596; inhibition, % at 9 µM;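 active = inhibition above the mean inhibition of all tested compounds plus 3 SD, set per campaign, cut at about 52% in these data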;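 also: 0% = DMSO treated cells and 100% = cells given Gossypol at 36 µM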
Cardio protect: cardioprotection against H2O2-induced cell death, primary screen, uHTS, H9c2 cells, ATPLite luminescence | actives 0.63% (n = 360,000) | H9c2 cardiomyocytes, H2O2 injury protection, 2 h | protection from H2O2 cell death, % at 20 µM | AID 588492, 2011;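 active = compounds giving at least 50% protection of heart cells from peroxide-induced death in the single-dose screen, raw or plate-pattern-corrected value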;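 also: 0% = DMSO wells with peroxide and 100% = DMSO wells without peroxide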
MC4R barr agon: MC4R agonists recruiting beta-arrestin, primary screen, cell-based, luminescence, agonist arm of biased-ligand search; Melanocortin receptor 4 (Homo sapiens), P32245; U2OS MC4R beta-arrestin complementation; percent of melanotan II response, DMSO zero; activation, % at 8.9 µM; actives 0.98% (n = 360,000);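 active = activation above a per-plate cutoff, the mean activation of sample wells on that plate plus 3 SD, cut at about 8% in these data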
HTR2A ag: mouse Htr2a agonists via beta-arrestin recruitment, primary screen, cell-based, luminescence; 5-hydroxytryptamine receptor 2A (Mus musculus), P35363; CHO-K1 mHTR2A beta-arrestin complementation; percent of 30 µM serotonin response; activation, % at 7.6 µM; actives 0.66% (n = 360,000); AID 624169, 2012;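 active = activation above a run cutoff, the mean activation of all tested compounds plus 3 SD, cut at about 14% in these data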;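 also: 0% = plate median of compound wells and 100% = 30 µM serotonin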
Target sequence (P35363 whole entry, looked up): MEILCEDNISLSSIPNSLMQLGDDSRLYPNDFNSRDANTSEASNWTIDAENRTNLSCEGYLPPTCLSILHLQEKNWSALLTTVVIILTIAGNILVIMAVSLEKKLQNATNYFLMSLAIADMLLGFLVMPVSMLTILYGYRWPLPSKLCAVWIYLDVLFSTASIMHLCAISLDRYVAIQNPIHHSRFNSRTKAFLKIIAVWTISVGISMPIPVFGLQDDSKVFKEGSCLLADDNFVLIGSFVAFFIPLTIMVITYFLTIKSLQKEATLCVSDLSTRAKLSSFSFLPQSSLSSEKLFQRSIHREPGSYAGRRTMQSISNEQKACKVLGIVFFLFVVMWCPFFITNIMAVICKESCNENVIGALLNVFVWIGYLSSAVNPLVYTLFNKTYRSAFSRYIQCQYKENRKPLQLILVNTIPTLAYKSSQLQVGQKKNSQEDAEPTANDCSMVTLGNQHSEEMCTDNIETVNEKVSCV
* marks the source's active call; other numbers are inactive results; i = inactive; · = not tested or not shown. An excerpt. The share of hits here may be higher or lower than overall.

cpd	SMILES	ABHD5 PLIN5 PPI	NOD2-RIPK2 inh	Cardio protect	NCOA2 inhibitor	ABCB6 inh MLPCN	TLR9-MyD88 inh	Glyco luc inh	HTR2A ag	MC4R antagonist	MC4R barr agon
1	COC(=O)c1ccc([C@@H](O)[C@H](C)C(=O)CC(=O)OC(C)(C)C)cc1	4	4	0	-1	102	-2	5	10	8	-0.5
2	Cc1ccc(S(=O)(=O)Nc2ccc(C(N)=O)cc2)cc1[N+](=O)[O-]	1	4	-3	-18	100	-4	3	-4	10	-2.9
3	CCN1/C(=c2/s/c(=C3/C(=O)N(c4ccccc4)N=C3C)n(CC)c2=O)C=Cc2ccccc21	-3	4	-6	-40	90	2	1	12	12	-0.7
4	CC(Cc1c[nH]c2ccccc12)NC(=O)OCCCl (stereo not given)	-1	-6	-5	-14	91	8	-1	20*	-1	-2.1
5	Cn1c(SCC(=O)N2CCc3ccccc32)nnc1C1CC1	2	-3	3	18	88	-4	1	-1	1	-0.3
6	CC/C(C)=N/Nc1ccc(S(=O)(=O)N2CCCC2)cc1[N+](=O)[O-]	0	0	-3	-27	98	-4	1	2	0	-2.2
7	CC1=C(C(=O)N(C)C)CC(CC(=O)NCc2cccc3ccccc23)C(=O)N1Cc1ccc(F)cc1 (stereo not given)	1	-16	2	-7	101	·	4	1	·	·
8	C#CCN(C#N)c1nc(NCC)nc(NC(C)C)n1	-3	9	4	-5	98	-5	2	9	10	1.7
9	O=C(CSc1nnc(CNC(=O)c2ccccc2F)o1)Nc1ccc2c(c1)OCCO2	-9	8	0	0	83	2	-1	-6	4	-1.4
10	CC(C)(C)S(=O)N1Cc2ccc(CO)cc2[C@@H]1CCO (stereo not given in full)	3	3	8	7	99	-3	1	-1	10	-2.3
11	CC(C)CN(C(=O)c1cc2ccccc2o1)c1c(N)n(CC(C)C)c(=O)[nH]c1=O	0	10	-3	9	100	-5	5	5	1	1.1
12	CN(CC(=O)NCCc1ccc(S(N)(=O)=O)cc1)S(=O)(=O)c1cccc2nsnc12	13	-6	2	20	97	6	-4	4	0	-0.8
13	CC(=O)Nc1cccc(-c2csc(C(O)c3ccc(F)cc3)n2)c1 (stereo not given)	5	1	-10	-21	96	·	0	2	1	0.4
14	CCCN1C(=O)C(NS(=O)(=O)c2ccc(N)cc2)(C(F)(F)F)C(C(=O)OC)=C1C (stereo not given)	3	8	5	9	99	0	1	-2	2	-0.2
15	CC1CCCCC1NC(=O)CCn1ccc2cc(S(=O)(=O)N3CCCC3)ccc21 (stereo not given)	0	-1	0	·	103	-6	1	-6	4	-1.5
16	CN(C)C(=O)CCc1ccc2c3c([nH]c2c1)[C@]1(C)[C@@H](C(=O)N2CCOCC2)C[C@H](CC(=O)NCCc2ccccn2)C(=O)N1CC3	1	2	8	-7	97	2	2	-1	9	-0.7
17	Cc1ccc(N(CC(=O)O)S(=O)(=O)c2cccc3nonc23)cc1	6	-3	6	-36	99	2	0	-1	16	0.1
18	O=C(CCn1c2c(c3ccccc31)CCCC2)NNC(=O)c1ccc(Cl)c([N+](=O)[O-])c1	5	5	-8	24	96	-3	1	-1	14	0.7
19	CCN(c1ccc(N=Cc2c(O)n(Cc3ccc(OC)cc3)c(=O)c3ccccc23)cc1)C(C)C	0	-3	-6	-24	i	-1	-4	-3	0	-1.1
20	Cc1ccc(NC(=O)c2ccccc2O)cc1	-4	-6	-26	-6	102	-1	-8	4	9	1.0
21	Cc1ccc(NC(=O)c2ccccc2OCC(=O)Nc2ccccc2F)cc1S(=O)(=O)N(C)C	16	5	16	-28	95	-5	-2	-1	10	4.7
22	CCCn1c(Sc2nc3c(c(=O)[nH]c(=O)n3C)n2CCC)nc2c1c(=O)[nH]c(=O)n2C	1	-8	3	2	88	-5	2	1	-2	-0.1
23	C[N+](C)(C)CC(O)CC(=O)O (stereo not given)	-4	-9	2	-14	108	-2	-1	-5	5	-0.3
24	Cc1cc(S(=O)(=O)NCc2ccccc2)ccc1OCC(=O)N1CCCC1	-7	-4	-6	-18	99	-6	0	-10	4	0.7
25	CCOC(=O)Cn1cnc(C)c1	-5	7	3	3	99	-4	2	-2	6	1.4

Rewritten screen by screen: entries from further up.
8	C#CCN(C#N)c1nc(NCC)nc(NC(C)C)n1
12	CN(CC(=O)NCCc1ccc(S(N)(=O)=O)cc1)S(=O)(=O)c1cccc2nsnc12
1	COC(=O)c1ccc([C@@H](O)[C@H](C)C(=O)CC(=O)OC(C)(C)C)cc1
21	Cc1ccc(NC(=O)c2ccccc2OCC(=O)Nc2ccccc2F)cc1S(=O)(=O)N(C)C
Screen / compound no.,8,12,1,21
ABHD5 PLIN5 PPI,-3,13,4,16
NOD2-RIPK2 inh,9,-6,4,5
Cardio protect,4,2,0,16
NCOA2 inhibitor,-5,20,-1,-28
ABCB6 inh MLPCN,98,97,102,95
TLR9-MyD88 inh,-5,6,-2,-5
Glyco luc inh,2,-4,5,-2
HTR2A ag,9,4,10,-1
MC4R antagonist,10,0,8,10
MC4R barr agon,1.7,-0.8,-0.5,4.7

Returning to the listing, starting two compounds before the break.
cpd	SMILES	ABHD5 PLIN5 PPI	NOD2-RIPK2 inh	Cardio protect	NCOA2 inhibitor	ABCB6 inh MLPCN	TLR9-MyD88 inh	Glyco luc inh	HTR2A ag	MC4R antagonist	MC4R barr agon
24	Cc1cc(S(=O)(=O)NCc2ccccc2)ccc1OCC(=O)N1CCCC1	-7	-4	-6	-18	99	-6	0	-10	4	0.7
25	CCOC(=O)Cn1cnc(C)c1	-5	7	3	3	99	-4	2	-2	6	1.4
26	Cc1occc1C(=O)NCc1ccco1	2	-7	6	24	100	7	0	3	1	-1.2
27	COc1cc(C(=O)OCC(=O)NC2CCCC2)cc(NC(=O)c2ccco2)c1OC	-2	1	49	-11	95	-3	1	-3	19	0.8
28	Cc1cnc(C(=O)OCC(=O)Nc2ccc(OCc3ccccc3)cc2)cn1	-4	0	-3	-44	98	-3	-2	3	15	0.5
29	COC(=O)c1[nH]c2ccccc2c1NC(=O)CNC1CCCCC1	0	4	86*	-18	91	6	-4	1	-7	-1.1
30	CCOC(=O)N1CCN(C(=O)CCSc2ccccc2)CC1	2	4	1	-45	94	6	-3	-2	0	-1.8
31	CN(C)/C=N/C(=S)Nc1ccc(Cl)cc1	-4	-1	4	-22	97	6	1	3	-4	-2.0
32	CCOC(=O)[C@]12CCCC=C1N(Cc1ccc3c(c1)OCO3)C(=O)[C@H](CC(=O)NCC1CCCCC1)C2	-4	3	·	2	95	·	·	-5	·	·
33	COC(=O)Cc1ccc(NC(=S)NCc2ccc(S(N)(=O)=O)cc2)cc1	-15	5	-5	8	98	2	0	7	22	1.0
34	COc1ccc(C(=O)Nc2cc(C)c3c(=O)oc4ccccc4c3n2)cc1	-3	-7	15	-15	99	-1	3	-2	17	1.2
35	O=C(Cc1cccs1)Nc1ccc(F)c(S(=O)(=O)N2CCOCC2)c1	4	-12	2	9	97	-16	-1	2	6	-1.6
36	CC(=O)NS(=O)(=O)c1cccnc1Nc1ccc(Cl)cc1	11	-12	10	-10	108	-18	1	7	-9	1.6
37	C[C@@]12CCC=C[C@H]1[C@H](c1ccoc1)N(Cc1ccccc1)C2=O	1	7	9	-4	95	-6	0	1	6	-1.1
38	CCC(C)c1ccccc1NC(=O)c1cc2cccc([N+](=O)[O-])c2[nH]1 (stereo not given)	-8	2	-2	17	93	·	-3	-5	-11	1.7
39	COc1cccc(CNC(=O)COC(=O)C2CC3CCCC(C2)C3=O)c1 (stereo not given)	-3	-3	5	-6	102	11	-1	2	12	-0.1
40	Cc1ccc(S(=O)(=O)N2CCC(C(=O)NC3CCCC3)CC2)cc1Cl	1	-2	-6	7	100	-7	0	-1	-6	0.4
41	O=C(CSc1nc2ccccc2s1)N1CCOCC1	-2	-6	3	-38	97	0	-2	-1	3	-2.0
42	O=C(NCc1ccco1)C1CCN(S(=O)(=O)N2CCOCC2)CC1	-1	2	6	4	96	-4	2	-1	4	1.0
43	O=C(Nc1ccccc1Cl)Nc1cccnc1Cl	4	-5	-10	9	101	6	1	1	4	1.0
44	CCOC(=O)C1=CN(Cc2ccco2)S(=O)(=O)NC1c1cccc(OC)c1 (stereo not given)	0	-4	0	-15	102	-2	-1	-4	16	-0.1
45	CCC(=O)N1N=C(c2ccc(C)o2)CC1c1ccc(N(C)C)cc1 (stereo not given)	0	11	3	13	99	4	4	1	11	-1.6
46	CC(=O)Nc1nonc1NC(=O)CSC1=NCCS1	-19	7	-3	-7	91	0	3	0	-2	-1.4
47	CC(C)=CCN1CCN(CC#Cc2ccccc2)CC1CCO (stereo not given)	-4	-8	10	-10	100	-6	1	-2	2	-0.4
48	Cc1cc(C(=O)Cn2cc(C(F)(F)F)ccc2=O)c(C)n1CC1CCCO1 (stereo not given)	1	5	-7	20	102	-17	0	8	8	-1.3
49	O=C(Nc1ccc(S(=O)(=O)NCc2ccccc2)cc1)c1ccc(Br)o1	-17	-5	-19	-21	101	1	-3	-6	12	2.4
50	CCCC1OC2CC3C4CCC5=CC(=O)C=CC5(C)C4C(O)CC3(C)C2(C(=O)O)O1 (stereo not given)	-5	-57	3	-18	97	-2	6	8	1	-0.6
51	O=c1c2ccccc2nnn1CSc1ncnc2ccccc12	3	4	11	-6	95	7	2	-6	8	-0.2
52	O=C(N/N=C/c1cccnc1)c1ccc(CN2c3cccc4cccc(c34)S2(=O)=O)cc1	1	2	-4	-12	103	-20	0	-1	-1	0.4

Looked up above.
Cc1cc(C(=O)Cn2cc(C(F)(F)F)ccc2=O)c(C)n1CC1CCCO1 (stereo not given) in HTR2A ag shows 8
CCOC(=O)C1=CN(Cc2ccco2)S(=O)(=O)NC1c1cccc(OC)c1 (stereo not given) in NOD2-RIPK2 inh shows -4
CC(=O)Nc1nonc1NC(=O)CSC1=NCCS1 in MC4R barr agon shows -1.4

Screens: PubChem BioAssay, several laboratories
